Source: PubChem
M. tuberculosis – growth inhibition of non-replicating M. tuberculosis (AID 488890); Mycobacterium tuberculosis non-replicating, growth inhibition; higher % means a stronger effect; one-dose inhibition, % at 25 µM; IC50 in µM for titrated hits; actives 0.39% (n = 320,000); in the data active means a potency from the dose series; inconclusive means inhibition mostly from about 82% at the one dose, without a potency; inactive means the rest, 99 in 100 with inhibition below about 76%;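 further: plate controls were DMSO cells for no effect and high antibiotic wells for full effect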
VEEV TC-83 Vero – inhibitors of VEEV TC-83 cytopathic effect, confirmation, Vero cells (AID 588727); Vero cells, VEEV TC-83 cytopathic effect inhibition; higher % means a stronger effect; inhibition, % at 20 µM, or IC50 in µM where a hit was titrated; actives 0.13% (n = 350,000); in the data active means a potency from the dose series; inconclusive means inhibition mostly from about 14% at the one dose, without a potency; inactive means the rest, 99 in 100 with inhibition below about 12%; further: strong numbers were not always called active
PhoP GFP inhibition – PhoP regulon inhibitors, Salmonella typhi PhoP promoter GFP reporter, confirmatory (AID 1850); actives 0.33% (n = 310,000); inhibition, % at 50 µM, or IC50 in µM where a hit was titrated; Salmonella Typhi PhoP-promoter GFP reporter, fluorescence, 4 h; higher % means a stronger effect; in the data active means a potency from the dose series; inconclusive means inhibition mostly from about 25% at the one dose, without a potency; inactive means the rest, 99 in 100 with inhibition below about 19%;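 further: 0% = induced wells with vehicle and 100% = uninduced wells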
influenza NS1A – NS1A inhibition, H1N1 influenza, cell based functional assay (AID 504329) | inhibition, % at 12.5 µM, or IC50 in µM where a hit was titrated | actives 0.3% (n = 340,000) | NS1A functional cell-based assay, percent inhibition; higher % means a stronger effect; in the data active means a potency from the dose series; inconclusive means inhibition above about 27% without an active follow-up result; further: strong numbers were not always called active
M. tuberculosis HTS – M. tuberculosis growth inhibition, HTS (AID 449762) | M. tuberculosis H37Rv growth inhibition, 7H9 media; higher % means a stronger effect | one-dose inhibition, % at 25 µM; IC50 in µM for titrated hits | actives 0.59% (n = 330,000); in the data active means a potency from the dose series; inconclusive means inhibition above about 70% without an active follow-up result;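 further: bacterial growth assessed after seven days of incubation; strong numbers were not always called active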
VEEV TC-83 Vero 10K pilot screen – second read-out of VEEV TC-83 Vero, no call of its own (marks repeat the call); inhibition, %; measured here: 10K pilot screen inhibition
* = called active by the depositor; i = inactive; ? = inconclusive; / = no result given.

SMILES | M. tuberculosis | VEEV TC-83 Vero | PhoP GFP inhibition | influenza NS1A | M. tuberculosis HTS | others
CC(C)(C)OC(=O)N[C@H]1C=C[C@H](OC(=O)CC(=O)OCC(F)(F)F)C1 | / | 4.3% | / | -2.2% | /
O=C(CSc1nnnn1-c1ccc2c(c1)OCO2)NCc1cccs1 | 24.3% | 1.0% | 4.3% | 1.9% | -2.7%
CC(C)(C)NC(=O)C1CCC(CNc2c(N3CCCCC3)c(=O)c2=O)CC1 (centres undefined) | -17.4% | 7.5% | 6.1% | 0.1% | -2.2%
CCOC(=O)N1CCC(n2c(SCC(=O)NCCc3ccc(S(N)(=O)=O)cc3)nc3ccccc3c2=O)CC1 | 2.0% | 0.9% | 6.9% | -9.6% | -1.6%
COc1ccc(-c2c(C)n([O-])c(C)c(C)[n+]2=O)cc1 | -1.4% | 0.6% | 0.1% | -11.5% | -5.6%
O=C(COC(=O)c1ccc(Cl)nc1)NCCNC(=O)COC(=O)c1ccc(Cl)nc1 | -6.7% | 1.2% | -2.6% | -13.6% | -8.4%
O=C(Nc1cccc(F)c1)C1CCCN1C(=O)OCc1ccccc1 (centres undefined) | / | i | 4.9% | -0.3% | 0.1%
CCOC(=O)C1(Cc2cccc(Cl)c2)CCCN(C(=O)CN2C(=O)CSC2=O)C1 (centres undefined) | 15.7% | 2.8% | -10.5% | 19.4% | -1.6%
COCCNC(=O)C(=O)NCCN1CCNCC1 | 73.1% | 1.6% | 6.0% | -1.4% | -1.7%
O=C(Nc1ccc(F)cc1F)c1csc(-c2ccncc2)n1 | 43.4% | i | 15.4% | 6.9% | 48.3%

Next section (two carried over from the part before).
SMILES | M. tuberculosis | VEEV TC-83 Vero | PhoP GFP inhibition | influenza NS1A | M. tuberculosis HTS | others
COCCNC(=O)C(=O)NCCN1CCNCC1 | 73.1% | 1.6% | 6.0% | -1.4% | -1.7%
O=C(Nc1ccc(F)cc1F)c1csc(-c2ccncc2)n1 | 43.4% | i | 15.4% | 6.9% | 48.3%
CCOc1[nH]n(-c2ccccc2)c(=O)c1C=Nc1ccc(Cl)cc1 | 9.1% | 3.2% | 0.8% | 7.4% | 0.7%
COc1ccc(CC2C(=O)NC(C)C(=O)N(C)C3C(=O)N(C)C(Cc4ccc(O)c(c4)Oc4ccc(cc4)C3O)C(=O)NC(C)C(=O)NC(C)C(=O)N2C)cc1 (centres undefined) | / | 12.2% | / | -25.2% | /
COc1cc([N+](=O)[O-])ccc1NC(=O)CC(C)C | 2.4% | 0.4% | -4.6% | -5.8% | -0.1%
CC(=O)Nc1ccc(S(=O)(=O)N2CCN(Cc3ccccc3[N+](=O)[O-])CC2)cc1 | 30.0% | i | -4.5% | 4.8% | -0.4%
C=CCSc1nc(N)c2c(C)c(C)sc2n1 | 25.9% | i | -2.6% | 0.9% | -14.5%
COc1ccc(OC)c(C(=O)c2coc3ccc(OC(C)=O)cc23)c1 | 22.8% | 0.6% | -1.8% | -15.7% | 5.8% | VEEV TC-83 Vero 10K pilot screen=1.3
COc1cc(-c2ccc3sc(-c4ccsc4)c(C#CCO)c3c2)cc(OC)c1OC | 42.8% | 4.2% | / | 15.0% | ?
CCN(c1ccc(OC)cc1)S(=O)(=O)c1cc(-c2cc(C)no2)ccc1C(C)C | 12.8% | 2.1% | -17.3% | 4.7% | -2.2%
O=S(=O)(NNc1ncc(C(F)(F)F)cc1Cl)c1ccccc1 | 4.2% | i | / | 6.4% | 3.2%
CC(C)OC(=O)CSc1nnc(CNc2nc(-c3ccccc3)cs2)n1C | 68.6% | 1.1% | 14.3% | -4.7% | 0.3%
Cc1ccc(-n2cc(CN(C)Cc3nccn3C)c(-c3ccc(F)cc3)n2)cc1 | 75.2% | 3.1% | 6.5% | -10.6% | ?
CCn1c(CCNC(=O)c2ccc(Cl)c(Cl)c2)nnc1SCCOc1ccc(OC)cc1 | 33.7% | i | -13.2% | 0.4% | -1.8% | VEEV TC-83 Vero 10K pilot screen=4.0
O=c1cc(N2CCc3ccccc32)[nH]c(=O)n1-c1ccccc1 | -37.3% | 1.3% | 6.1% | -1.0% | -4.3%
CCCCN(C(=O)CCn1c(=O)oc2ccccc21)c1ccccc1 | 11.5% | i | 8.8% | -1.4% | 5.2%
CCCCOc1ccc(C(=O)N2CCN(CC(=O)Nc3ccc(C)cc3)CC2)cc1OC | 6.1% | 2.9% | -2.8% | 2.9% | 3.4%
Cc1ccc(-n2c(CCc3ccccc3)nnc2SCC(=O)NCc2ccccc2)cc1C | 14.5% | 7.2% | -6.7% | 4.7% | -8.3%
O=C(Nc1nccs1)c1cc2c(s1)-c1ccccc1OC2 | / | 3.4% | 8.4% | 1.8% | 1.7%
Cc1ccc(S(=O)(=O)N2CCCC(N3CCOCC3)C2)cc1Cl (centres undefined) | -1.2% | i | 5.6% | -2.5% | -3.0%
CN(C)S(=O)(=O)c1ccc(C(=O)Nc2ccc(F)cc2F)cc1 | / | 0.9% | -17.0% | 5.9% | -5.5%
COCCNC(=O)CN(c1ccc(F)cc1)S(=O)(=O)c1ccc2c(c1)OCCO2 | -8.5% | i | 1.5% | 2.5% | -4.7%
COc1ccc(C(C#N)c2nc3ccccc3nc2Cl)cc1 (centres undefined) | -8.3% | 0.4% | 5.6% | 0.3% | 4.6%
CCCS(=O)(=O)C(=C1Nc2ccccc2N1)S(=O)(=O)CCC | -12.9% | 1.4% | -9.2% | 8.2% | -9.3%
CCCCCCC1/C(=N/O)CCC1C(=O)OC (centres undefined) | 7.3% | 2.2% | -3.2% | -1.7% | -2.5%
Fc1ccc(CNC2CCN(Cc3ccccc3)CC2)cc1 | 2.7% | i | 8.6% | 1.3% | -2.3%
S=c1c2c(nc3nc[nH]n13)CCC2 | 4.68µM* | i | 0.1% | 3.5% | ?
C#CCOCCOCCOCCNc1nc(N2CCN(C(=O)CCCCCCCCCCNC(=O)[C@H]([C@@H](C)CC)n3cc(CCCCCN)nn3)CC2)nc(N2CCN(C(=O)CCCCCCCCCCNC(=O)[C@H]([C@@H](C)CC)n3cc(CCCCN=C(N)N)nn3)CC2)n1 | -11.1% | i | 20.1µM* | ? | ? | VEEV TC-83 Vero 10K pilot screen=6.6
CN(/N=C/c1ccc(Cl)cc1Cl)c1ncc(Cl)cc1C(F)(F)F | 0.3% | 1.1% | 2.3% | -4.9% | -7.3%
CCCN1CCN(CCCNC(=O)C(CC)n2nc(C)n3c(cc4occc43)c2=O)CC1 (centres undefined) | 1.7% | 0.6% | -5.5% | -5.5% | 5.9%
N#Cc1cc2c(nc1SCC(O)CS(=O)(=O)Cc1ccccc1)CCCC2 (centres undefined) | 12.1% | 0.5% | -13.5% | -2.9% | 2.6%
O=C(c1ccccc1Oc1ccc(C(F)(F)F)cc1[N+](=O)[O-])N1CCOCC1 | 8.2% | 0.1% | -0.9% | -8.2% | 4.1% | VEEV TC-83 Vero 10K pilot screen=1.4
O=C(COC(=O)c1cccc(S(=O)(=O)N2CCCC2)c1)Nc1ccccc1Cl | / | 1.8% | / | -0.2% | /
O=C1NC(=O)C(CSc2ccccc2)(c2ccccc2)N1 (centres undefined) | / | 0.3% | / | -4.6% | /

Among those listed so far, ten have fluorine:
SMILES | M. tuberculosis | VEEV TC-83 Vero | PhoP GFP inhibition | influenza NS1A | M. tuberculosis HTS | others
CC(C)(C)OC(=O)N[C@H]1C=C[C@H](OC(=O)CC(=O)OCC(F)(F)F)C1 | / | 4.3% | / | -2.2% | /
O=C(Nc1cccc(F)c1)C1CCCN1C(=O)OCc1ccccc1 (centres undefined) | / | i | 4.9% | -0.3% | 0.1%
O=C(Nc1ccc(F)cc1F)c1csc(-c2ccncc2)n1 | 43.4% | i | 15.4% | 6.9% | 48.3%
O=S(=O)(NNc1ncc(C(F)(F)F)cc1Cl)c1ccccc1 | 4.2% | i | / | 6.4% | 3.2%
Cc1ccc(-n2cc(CN(C)Cc3nccn3C)c(-c3ccc(F)cc3)n2)cc1 | 75.2% | 3.1% | 6.5% | -10.6% | ?
CN(C)S(=O)(=O)c1ccc(C(=O)Nc2ccc(F)cc2F)cc1 | / | 0.9% | -17.0% | 5.9% | -5.5%
COCCNC(=O)CN(c1ccc(F)cc1)S(=O)(=O)c1ccc2c(c1)OCCO2 | -8.5% | i | 1.5% | 2.5% | -4.7%
Fc1ccc(CNC2CCN(Cc3ccccc3)CC2)cc1 | 2.7% | i | 8.6% | 1.3% | -2.3%
CN(/N=C/c1ccc(Cl)cc1Cl)c1ncc(Cl)cc1C(F)(F)F | 0.3% | 1.1% | 2.3% | -4.9% | -7.3%
O=C(c1ccccc1Oc1ccc(C(F)(F)F)cc1[N+](=O)[O-])N1CCOCC1 | 8.2% | 0.1% | -0.9% | -8.2% | 4.1% | VEEV TC-83 Vero 10K pilot screen=1.4
